TDP1 inh: qHTS Assay for Inhibitors of Tyrosyl-DNA Phosphodiesterase (TDP1); actives 0.28% (n = 350,000); recombinant TDP1, AlphaScreen DNA substrate cleavage; Tyrosyl-DNA phosphodiesterase 1 (Homo sapiens), Q9NUW8; Potency, µM (titrated, usually from 130 µM), without a hit: at the top dose activity change, negative = inhibition, actives largely listed as inhibitors; also: nearly all actives have a fitted effect of over 40% in size
Target sequence (Q9NUW8 whole entry, looked up): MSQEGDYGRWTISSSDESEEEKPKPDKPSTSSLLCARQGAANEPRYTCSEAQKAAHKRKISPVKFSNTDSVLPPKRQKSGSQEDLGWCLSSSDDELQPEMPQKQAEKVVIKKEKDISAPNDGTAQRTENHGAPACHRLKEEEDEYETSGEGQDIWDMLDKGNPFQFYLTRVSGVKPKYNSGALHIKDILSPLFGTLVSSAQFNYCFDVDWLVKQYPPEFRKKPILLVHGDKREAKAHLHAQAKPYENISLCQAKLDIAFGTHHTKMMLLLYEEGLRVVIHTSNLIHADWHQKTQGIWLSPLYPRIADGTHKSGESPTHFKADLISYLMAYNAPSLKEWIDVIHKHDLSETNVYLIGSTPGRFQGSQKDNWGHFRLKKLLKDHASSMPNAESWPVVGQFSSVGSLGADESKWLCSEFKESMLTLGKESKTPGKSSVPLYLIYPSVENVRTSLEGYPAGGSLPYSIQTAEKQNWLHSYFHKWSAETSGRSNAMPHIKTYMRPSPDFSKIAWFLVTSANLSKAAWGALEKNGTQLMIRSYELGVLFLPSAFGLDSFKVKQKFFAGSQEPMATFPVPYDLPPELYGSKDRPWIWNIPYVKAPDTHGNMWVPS
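Recombinant E. coli-expressed Tdp1 (1 nM) preincubated with compound 15 min at RT, then 5'-biotin/3'-phosphotyrosine-FITC DNA substrate (15 nM) added for 5 min. AlphaScreen beads (10 ug/ml) added, 10 min RT; tyrosine-FITC cleavage read as signal loss.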
FEN1 inh: qHTS Assay for the Inhibitors of Human Flap endonuclease 1 (FEN1) | P39748 | actives 0.35% (n = 390,000) | Potency, µM (series often up to 114 µM), for the others: at the top dose activity change, negative = inhibition, usual class: inhibitors | Recombinant FEN1 flap cleavage, fluorescence, 15 min; also: nearly all actives have a fitted effect of over 65% in size
Target sequence (P39748 whole entry, looked up): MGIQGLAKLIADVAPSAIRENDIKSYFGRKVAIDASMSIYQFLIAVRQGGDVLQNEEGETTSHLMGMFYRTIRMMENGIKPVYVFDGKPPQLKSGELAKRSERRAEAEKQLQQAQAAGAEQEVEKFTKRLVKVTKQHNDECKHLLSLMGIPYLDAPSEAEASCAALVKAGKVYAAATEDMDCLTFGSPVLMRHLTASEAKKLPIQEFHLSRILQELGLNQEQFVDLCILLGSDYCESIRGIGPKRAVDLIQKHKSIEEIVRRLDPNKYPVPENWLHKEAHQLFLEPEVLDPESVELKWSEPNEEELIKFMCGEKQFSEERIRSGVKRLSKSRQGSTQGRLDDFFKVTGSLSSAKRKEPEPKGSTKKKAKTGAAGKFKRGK
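FEN1 at 10 nM, compound pretreatment for 15 min (room temperature), 50 nM final substrate to initiate; endpoint reads at 0 and 15 min; DMSO-only plates used as vehicle background.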
N370S GC mod: qHTS Assay for Inhibitors and Activators of N370S glucocerebrosidase as a Potential Chaperone Treatment of Gaucher Disease | AID 2101, 2009 | Potency, µM (top dose mostly 59.4 µM), inactives show top-dose activity change, negative = inhibition, hits mostly inhibitors | actives 0.092% (n = 330,000) | N370S GC spleen homogenate, 4MU-glucoside fluorescence | Lysosomal acid glucosylceramidase (Homo sapiens), P04062;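 also: 0% = full enzyme activity and -100% = no enzyme basal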
The depositor's hits bear a star; ? = inconclusive; / = not tested or not shown; [ ] = another dose, or the depositor's remark. Calls follow the shape of the dose curve; as a rule, active = well fitted curve in the direction sought with a large enough effect; inconclusive = small, poorly fitted or top-dose-only effect, or another doubt; inactive = no such curve, though single readings can be large; an effect the other way counts as inactive or inconclusive. Unless noted, % is scaled to controls: 0 for no effect and ±100 for the full control effect; potency is read from the fitted curve at half-maximal effect.

SMILES	TDP1 inh	FEN1 inh	N370S GC mod
COc1ccc(C2/C(=C(/O)c3ccc(C)cc3)C(=O)C(=O)N2c2ccccn2)cc1OC (stereo not drawn)	-5.0%	-12.6%	-3.5%
CCCCC[C@@H]1C=C(C(=O)O)[C@H](c2ccc(Br)cc2)N1S(=O)(=O)c1ccc(C)cc1	1.1%	-12.5%	/
COc1ccccc1NC(=O)Nc1nc(CC(=O)N2CCN(c3ccccc3F)CC2)cs1	4.0%	-2.5%	-10.9%
CN(C)/C=C/C(=O)c1ccccc1F	0.0%	7.5%	-1.6%
COc1ccccc1CNC(=O)Cn1c(-c2cccs2)cc2cc(F)ccc21	5.0%	2.5%	/
Cc1ccc(S(=O)(=O)Nc2nc(C)c(C(=O)N/N=C/c3ccccc3)s2)cc1	3.7%	4.4%	-7.9%
O=C(OCc1cc2ccccc2[nH]c1=O)c1cccnc1	1.0%	8.5%	6.6%
CCOc1ccc(C(=O)N[C@H](C(=O)Nc2ccc(OC)c(S(=O)(=O)N3CCOCC3)c2)C(C)C)cc1	6.1%	3.2%	-2.8%
Cc1ccc(NC(=O)CCN2C(=O)c3ccccc3C2=O)cc1C	/	0.0%	-4.7%
O=c1oc2ccccc2c(NCc2ccccc2F)c1[N+](=O)[O-]	1.1%	1.1%	2.5%
CC1(C)CC(CCN(Cc2ccccc2)C(=O)c2ccco2)(c2ccccc2)CCO1 (stereo not drawn)	5.6%	-5.8%	?
CNCc1ccccc1OCc1ccccc1F	-1.8%	7.6%	0.0%
N#Cc1ccccc1OCC(=O)Nc1cccc(S(=O)(=O)N2CCCCCC2)c1	-0.3%	9.7%	/
CCOc1ccc(N2C(=O)CN(C)C2=S)cc1	3.2%	4.4%	9.6%
Cc1cc(OC(=O)c2ccccc2Cl)cc(=O)n1C	-6.4%	-7.3%	2.2%
Oc1c(CN2CCCC2)cc(COCc2ccccc2)c2cccnc12	2.6%	-9.3%	/
Cc1ccccc1NC(=S)NNC(=O)c1ccco1	5.8%	-6.6%	-6.6%
COc1ccc(Cn2c(CCC(=O)NCCC(C)C)nc3ncccc3c2=O)cc1	/	9.3%	3.7%
COc1ccc2cc(C(=O)C3CCCN(Cc4cnc(N5CCOCC5)s4)C3)ccc2c1 (stereo not drawn)	2.5%	1.2%	?
CCc1ccccc1NC(=O)CCCSc1nc2ccccc2s1	8.1%	-3.3%	3.6%

Three compounds from above with just TDP1 inh and N370S GC mod:
compound | TDP1 inh | N370S GC mod
COc1ccc(Cn2c(CCC(=O)NCCC(C)C)nc3ncccc3c2=O)cc1 | / | 3.7%
CNCc1ccccc1OCc1ccccc1F | -1.8% | 0.0%
N#Cc1ccccc1OCC(=O)Nc1cccc(S(=O)(=O)N2CCCCCC2)c1 | -0.3% | /

Other results follow.
SMILES	TDP1 inh	FEN1 inh	N370S GC mod
Cc1ccc(CNC(=O)c2cc(S(=O)(=O)N3CCOCC3)cn2C)cc1	/	-14.2%	-16.9%
Cc1nnc(NC(=O)c2c(F)cccc2F)s1	-2.2%	5.3%	1.2%
COc1ccc(CC(=O)N[C@@H]2c3cc(OC)c(OC)cc3C[C@H]2O)cc1	0.4%[56.1 µM]	-2.9%	/
Cc1ccc2nc(N(CCCN(C)C)C(=O)c3ccc4ncsc4c3)sc2c1	2.7%	4.1%	-22.7%
Cn1c(SCC(=O)NCC2CCCO2)nc2c([nH]c3ccccc32)c1=O (stereo not drawn)	5.2%	-10.3%	5.3%
CN(C(=S)Nc1ccc(SC(F)F)cc1)c1ccc(O)cc1	5.4%	-14.4%	?
COc1ccccc1CNC(=O)CCn1c(=O)c2ccccc2n(CC(=O)Nc2ccc(C)cc2)c1=O	-1.8%	17.2%	/
CC(NC(=O)C(=O)N1CCCCC1)C(c1cccs1)N1CCN(C)CC1 (stereo not drawn)	-2.4%	18.0%	1.3%
CC(=O)C(=Nc1ccccc1Cl)NNc1ccc(Cl)cc1	7.2%	-13.6%	9.0%
Cn1c(=O)n(-c2cccc(Cl)c2)c(=O)c2c3c(sc21)COC(C)(C)C3	1.0%	-14.1%	4.3%[12.8 µM]
CCOC(=O)C1=C(C)NC2=C(C(=O)CC(C)(C)C2)C1c1cccc(C)n1 (stereo not drawn)	3.8%	-0.6%	8.8%
Cc1ccc2c(c1)NC(=O)[C@@]1(C)[C@@H](c3ccccc3)[C@H]3COc4ccccc4[C@@H]3N1C2=O	0.5%	12.6%	?
COCc1cc(=O)[nH]c(-c2ccccc2OC(F)(F)F)n1	0.0%	19.9%	-2.9%
O=C(c1ccccc1Sc1ccccc1[N+](=O)[O-])N1CCCCC1	2.7%	-1.3%	21.4%
COc1cccc(-c2nc(C(=O)NCC3CCCO3)cc3c2[nH]c2ccccc23)c1 (stereo not drawn)	/	-1.1%	?
CCOC(=O)N/N=C(\C)c1ccc(C)o1	1.2%	9.5%	2.7%
CCOC(=O)c1sc(NC(=O)Cn2nnc3sc4c(c3c2=O)CCCC4)nc1C	5.9%	-12.5%	3.1%
Cc1ccc(S(=O)(=O)N2CCC[C@H]2C(=O)Nc2ccc(F)cc2C)cc1	1.1%	-2.3%	/
CCN(CC(=O)NC(C)(C)C)C(=O)c1ccc(Br)cc1	5.3%	13.2%	2.6%
CCCS(=O)(=O)c1ncc(Cl)c(C(=O)Nc2c(C(=O)c3ccccc3)oc3ccccc23)n1	3.7%	-0.4%	/

Shown with values under each structure: 5 of the compounds above.
Values run as follows: TDP1 inh	FEN1 inh	N370S GC mod
- CCN(CC(=O)NC(C)(C)C)C(=O)c1ccc(Br)cc1
    5.3%	13.2%	2.6%
- CCOC(=O)c1sc(NC(=O)Cn2nnc3sc4c(c3c2=O)CCCC4)nc1C
    5.9%	-12.5%	3.1%
- Cc1ccc(S(=O)(=O)N2CCC[C@H]2C(=O)Nc2ccc(F)cc2C)cc1
    1.1%	-2.3%	/
- CCOC(=O)C1=C(C)NC2=C(C(=O)CC(C)(C)C2)C1c1cccc(C)n1 (stereo not drawn)
    3.8%	-0.6%	8.8%
- COc1cccc(-c2nc(C(=O)NCC3CCCO3)cc3c2[nH]c2ccccc23)c1 (stereo not drawn)
    /	-1.1%	?

Continued.
SMILES	TDP1 inh	FEN1 inh	N370S GC mod
COc1cc([N+](=O)[O-])ccc1N=Nc1c(N)[nH]n(-c2ccccc2)c1=O	4.7%	-6.7%	-1.6%
O=C(COC(=O)COc1cccc(Br)c1)Nc1ccc(F)cc1F	-0.3%	8.3%	/
COC(=O)c1sccc1NC(=S)Nc1ccc(OC)cc1	1.1%	-0.8%	-3.8%
O=C(CN(C(=O)Cn1nnc(-c2cccs2)n1)c1ccc2c(c1)OCCO2)NC1CCCCC1	5.8%	-11.8%	-17.4%
O=S(=O)(c1ccc(S(=O)(=O)N2CCOCC2)cc1)N1CCCC1	0.0%	1.7%	-23.2%
CCc1ccccc1NC(=O)C(NS(=O)(=O)c1ccc2c(c1)CCC(=O)N2)c1ccccc1 (stereo not drawn)	0.0%	1.2%	/
COc1ccc(/C=C(\NC(=O)c2ccc(OC)cc2)C(=O)Nc2ccc(C(=O)O)cc2)cc1	/	1.0%	-0.6%
S=C(NCc1ccco1)Nc1cc(Cl)c(Cl)cc1Cl	3.0%	-14.9%	7.2%
C=CCSc1nnc(COc2ccc(=O)n(-c3ccccc3)n2)n1CC	2.9%	-4.1%	0.5%
CCN(CC)S(=O)(=O)c1ccc2c(c1)N(CC(=O)NCCCN1CCN(c3cc(Cl)ccc3C)CC1)C(=O)CO2	9.0%	-18.2%	/
CCOC(=O)c1ccc(NC(=O)C2CCN(S(=O)(=O)c3ccc4c(c3)CCCC(=O)N4)CC2)cc1	6.3%	3.0%	/
Cc1ccc(CCNC(=O)CS(=O)Cc2nc(-c3cccs3)oc2C)cc1 (stereo not drawn)	/	-15.7%	0.4%
O=C(CCCN1C(=O)c2cccc3cccc(c23)C1=O)NCCN1CCOCC1	-7.5%	-8.5%	-9.3%
COc1ccc(OC)c(-n2c(=S)[nH]c3cc(C(=O)N4CCCCC4)ccc3c2=O)c1	3.8%	4.5%	-8.8%
O=C(COC(=O)Cc1ccc(Br)cc1)NCc1ccc2c(c1)OCO2	-5.3%	-0.7%	-2.1%
Cc1cc(/C=N/NC(N)=S)c(C)n1-c1ccc(Br)cc1	13.2%	-1.9%	-5.8%
COCCNC(=O)c1cccc(NC(=O)C2=C(C)OCCS2)c1	/	9.9%	-12.8%
COc1cc(OC)c(NC(=O)CC(C)=O)cc1Cl	7.9%	-8.9%	?
O=C1C2CCCN2C(c2ccco2)N1c1ccc(F)cc1 (stereo not drawn)	6.9%	4.1%	2.5%
O=C(NCc1ccc2c(c1)OCO2)c1ccc(CN2CCOCC2)cc1	3.3%	-8.0%	2.4%
Cc1ccc(-n2nc3c(c2NC(=O)C(C)C)CS(=O)(=O)C3)c(C)c1	/	-9.0%	-19.9%
CCOc1ccccc1-n1c(SCC(=O)Nc2ccccc2C(=O)O)nc2ccccc2c1=O	7.6%	0.2%	2.9%
COc1ccc2c(C)cc(SCC(=O)Nc3c(C)n(C)n(-c4ccccc4)c3=O)nc2c1	4.0%	4.3%	-14.0%
COc1ccc(C(=O)NNS(=O)(=O)c2ccccc2)cc1OC	/	-7.9%	-14.8%
COc1cccc(CNC(=O)CN2C(=O)CSc3ccc(S(=O)(=O)N4CCCCC4)cc32)c1	2.3%	9.4%	-2.4%
CCO[C@H]1OC(C(=O)N2CCN(Cc3ccc4c(c3)OCO4)CC2)=C[C@@H](C)[C@@H]1CCCO	5.1%	-8.0%	0.4%
COc1cccc(/C=C2\SC(=N)N(c3ccc(F)cc3)C2=O)c1	3.7%	-8.3%	1.7%
CC[C@@]12C(=O)N(c3cccc(Br)c3)C(=O)N1[C@H](c1ccc(Br)cc1)[C@@H]1C(=O)N(C(C)(C)C)C(=O)[C@@H]12	-1.9%	-19.3%	-6.0%
COc1ccc(-n2c(O)c(/C=N/NS(=O)(=O)c3ccc(C)c([N+](=O)[O-])c3)c3ccccc3c2=O)cc1OC	5.5%	-10.0%	-6.0%
COc1ccc(C(=O)Nc2cc(-c3ccccc3)nn2-c2ccccc2F)cc1	/	-7.2%	1.2%
O=C(NCCN1CCCCC1)c1ccc2c(c1)OCCO2	4.2%	10.7%	-7.7%
Cn1cc(CN(C(=O)Nc2ccc(Cl)c(Cl)c2)C2CCCCC2)c2ccccc21	4.7%	-2.6%	/
Cc1cc(NC(=O)c2ccc(C)s2)n(-c2ccccc2)n1	-3.5%	1.8%	-5.3%
O=C(NCCCN1CCCC1=O)c1cc(-c2cccnc2)nc2ccc(Cl)cc12	2.5%	-2.5%	-3.7%
O=C(c1ccc(Cl)nc1)N1CCN(S(=O)(=O)c2ccccc2)CC1	-0.6%	23.3%	-3.6%
CCCCCCSc1nsc(N)n1	2.0%	-11.7%	12.0%
COc1ccc(CN(CC(=O)NCc2ccco2)C(=O)CCC(=O)Nc2nccs2)cc1	2.5%	-2.2%	4.7%
Oc1cccc(/C=N/Nc2ccc(Cl)nn2)c1O	/	-22.0%	-13.2%
O=C(CCc1nnc2ccc(NCc3ccco3)nn12)Nc1ccccc1F	1.2%	12.4%	-12.7%
COc1ccc(CC(C(=O)Nc2cccc(F)c2)c2nn[nH]n2)c(OC)c1 (stereo not drawn)	1.0%	3.4%	9.9%

3 entries drawn at random from those above, as already listed:
SMILES	TDP1 inh	FEN1 inh	N370S GC mod
CCO[C@H]1OC(C(=O)N2CCN(Cc3ccc4c(c3)OCO4)CC2)=C[C@@H](C)[C@@H]1CCCO	5.1%	-8.0%	0.4%
Cn1c(SCC(=O)NCC2CCCO2)nc2c([nH]c3ccccc32)c1=O (stereo not drawn)	5.2%	-10.3%	5.3%
Cc1cc(/C=N/NC(N)=S)c(C)n1-c1ccc(Br)cc1	13.2%	-1.9%	-5.8%

Rows are unselected. Share with any hit: about 0.53%.
